V1R ag counter = counter-screen for oxytocin receptor agonists: human V1a receptor agonists. CHO-V1R cells, Fluo-8 calcium fluorescence, agonist mode; 0% DMSO, 100% 3 nM vasopressin. hit rate 0.25% among 320,000. P37288. activation, % at 3 µM. AID 2797;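 active means activation above the mean activation of all tested compounds plus 3 SD, per screening run, cut at about 20% in these data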;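 further: signal is peak over basal fluorescence ratio across a 100 second FLIPR read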
Target sequence (P37288 whole entry, looked up): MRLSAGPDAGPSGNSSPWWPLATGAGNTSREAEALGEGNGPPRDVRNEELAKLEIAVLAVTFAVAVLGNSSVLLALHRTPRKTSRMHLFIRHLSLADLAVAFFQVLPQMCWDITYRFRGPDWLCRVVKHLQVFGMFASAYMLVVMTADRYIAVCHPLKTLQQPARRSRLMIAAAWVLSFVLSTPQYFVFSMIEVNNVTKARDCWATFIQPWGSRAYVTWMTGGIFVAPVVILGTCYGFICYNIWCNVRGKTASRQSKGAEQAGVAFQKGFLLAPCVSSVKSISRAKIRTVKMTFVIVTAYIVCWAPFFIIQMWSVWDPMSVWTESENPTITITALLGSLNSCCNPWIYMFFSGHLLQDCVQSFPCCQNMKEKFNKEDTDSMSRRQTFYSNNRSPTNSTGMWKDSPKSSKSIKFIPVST
MEKK2 WT-MEK5 = raises or lowers MEK5 binding to wildtype human MEKK2 PB1 domain | hit rate 1.1% among 290,000 | binding response (% of control), % at 10 µM | bead flow cytometry, Alexa488-MEK5 binding to MEKK2 WT; actives lie on both sides; in the data active means binding response below about 67% or above about 130%
OXTR potentiate = potentiators of human oxytocin receptor; CHO-OTR cells, Fluo-8 calcium fluorescence, potentiator mode; 0% = oxytocin EC15, 100% = EC100; activation, % at 3 µM; hit rate 0.061% among 320,000;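 active means activation above that plate's cutoff, the mean activation of tested compounds plus 3 SD, cut at about 6.6% in these data, passing the limit was not always enough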;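 further: 100% uses oxytocin at 75 nM as the full agonist control; some results filed as inactive read as strong as hits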
Target sequence (P30559 whole entry, looked up): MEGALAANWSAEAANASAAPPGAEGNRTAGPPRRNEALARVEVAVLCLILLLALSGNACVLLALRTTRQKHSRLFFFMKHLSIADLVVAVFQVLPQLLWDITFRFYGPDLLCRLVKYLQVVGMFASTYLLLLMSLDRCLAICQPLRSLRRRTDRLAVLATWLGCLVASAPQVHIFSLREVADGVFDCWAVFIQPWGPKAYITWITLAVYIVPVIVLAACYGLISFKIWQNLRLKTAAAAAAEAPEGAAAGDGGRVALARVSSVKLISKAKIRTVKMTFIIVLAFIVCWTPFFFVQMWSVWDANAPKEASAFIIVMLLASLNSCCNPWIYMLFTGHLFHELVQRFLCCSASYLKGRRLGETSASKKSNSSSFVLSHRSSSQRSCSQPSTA
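Measured by – Fluo-8 calcium dye fluorescence · Test system – human OTR in CHO cells · Dosing – one concentration, 3.0 µM compound · Controls – EC15 oxytocin alone as 0%, 75 nM oxytocin as 100% · Evaluation – normalized max/min fluorescence ratio, % activation · Timing – 6 min pre-incubation, 100 s read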
GPR7 antagonist = antagonists of human GPR7 (neuropeptides B/W receptor 1); P48145; GPR7-expressing cells, fluorescence antagonist assay; inhibition, % at 4.4 µM; hit rate 1.1% among 290,000; AID 1861; in the data active means inhibition above about 16%, passing the limit was not always enough;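 further: cells stimulated with the agonist NPW; 0% = agonist with vehicle and 100% = vehicle without agonist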
OXTR agonist = agonists of human oxytocin receptor; P30559; CHO-OTR cells, Fluo-8 calcium fluorescence; normalized: DMSO 0%, oxytocin 100%; activation, % at 3 µM; hit rate 0.32% among 320,000;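 active means activation above the mean of all tested compounds plus 3 SD, cutoff set per screening run, cut at about 20% in these data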;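 further: peak over basal fluorescence ratio from a 100 s FLIPR kinetic read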
GalR3 antag = antagonists of human GalR3; O60755; HEK293 GalR3-CNG cAMP membrane potential fluorescence; galR3 body fused to GalR1 C-terminus; inhibition, % at 3 µM; hit rate 0.44% among 360,000;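 active means inhibition above the screen-wide average plus 3 SD, cut at about 13% in these data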;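 further: forskolin and galanin both at EC90 stimulate the cells; cAMP rise reported by CNG channel membrane potential dye signal; 0% = forskolin plus galanin with DMSO and 100% = forskolin alone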
PfM18AAP inh = PfM18AAP enzyme inhibition. recombinant PfM18AAP, H-Glu-NHMec fluorogenic cleavage. inhibition, % at 7.35 µM. hit rate 1.2% among 290,000;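 active means inhibition above the campaign mean inhibition over all tested compounds plus 3 SD, cut at about 28% in these data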;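 further: 0% = plate median of test compound wells and 100% = 2 mM ZnCl2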
NALP1 inh = NALP1 inhibition | S. cerevisiae NALP1/ASC/caspase-1 growth, X-gal OD620, 72 h | inhibition, % at 10 µM | hit rate 0.61% among 280,000; in the data active means inhibition mostly above about 24%, no sharp cut-off; inactive means mostly below about 32%; further: some compounds called inactive have numbers as strong as hits
MEKK2 mut-MEK5 = signal of MEK5 binding to mutant human MEKK2 PB1 domain; hit rate 0.35% among 290,000; bead flow cytometry, Alexa488-MEK5 binding to MEKK2 mutant; percent response, % at 10 µM; in the data active means percent response above about 24%, passing the limit was not always enough; further: inactives centre near 1; some results filed as inactive read as strong as hits
Active calls of the source: *; . = no result given.

Structure	MEKK2 mut-MEK5	PfM18AAP inh	V1R ag counter	OXTR agonist	GPR7 antagonist	GalR3 antag	NALP1 inh	MEKK2 WT-MEK5	OXTR potentiate
C=CCn1c(SCC(=O)NCCO)nc2sc(C)c(C)c2c1=O	-3	0	-0.5	-0.3	7	-1	-2	89	2
CC1CCN(C(=O)c2ncn(Cc3ccccc3)c2C(=O)N2CCC(C)CC2)CC1	.	.	-0.1	-0.2	.	12	.	.	3
CCOC(=O)N1CCN(C(=O)COc2ccc(S(=O)(=O)NC(C)C)cc2)CC1	6	.	0.3	-0.5	.	-2	.	107	-1
Cc1ccnc(NC(=O)COc2ccc3oc4c(c3c2)CCCC4)c1	3	-4	0.4	-1.7	-4	-4	11	105	-8
COCCNC(=O)c1ccccc1NC(=O)c1ccccc1N(C)S(=O)(=O)c1ccccc1	15	2	-0.8	-1.9	-15	-2	8	119	2
CCOC(=O)CC1C(=O)NCCN1S(=O)(=O)c1ccc(F)cc1 (stereo unspecified)	7	0	-0.1	-0.2	0	-5	12	104	1
COc1ccccc1NC(=O)CSc1nnc(Cc2cc(=O)[nH]c(=O)[nH]2)n1-c1ccccc1	7	2	1.2	0.9	-13	6	.	100	1
Cc1ccc(C(=O)OCC(=O)Nc2ccc3c(c2)OCO3)cc1S(=O)(=O)N1CCOCC1	4	-5	0.5	1.1	-6	-5	-7	105	-1
O=C(c1cnc2ccccn2c1=O)N1CCCc2ccccc21	8	-5	0.0	1.0	0	-5	-15	101	-3
CN(C)C(/C=C/Nc1cccc(Br)c1)=C(C#N)C#N	2	-2	0.3	1.4	-15	-1	1	104	8
CCOC(=O)C1CCN(C(=O)C2CC(=O)N(c3ccc4c(c3)OCCO4)C2)CC1 (stereo unspecified)	-3	3	-0.4	-1.0	-25	-2	-3	102	-6
COC(=O)c1ccc(-c2nc(CN3CCC(C(=O)N4CCOCC4)CC3)c(C)o2)cc1	3	2	-0.2	0.0	2	.	6	104	-5
CCC(=O)N1CCc2cc(Br)cc(S(=O)(=O)NCCCN(CC)Cc3ccccc3)c21	10	3	-1.7	-2.1	2	-12	23	114	-3
COc1ccccc1NC(=O)c1c(N=Cc2cccc([N+](=O)[O-])c2)cnn1C	11	5	0.4	-0.6	-10	-4	5	104	-6
Cc1onc(-c2ccccc2)c1C(=O)Nc1ccc(Cl)c(S(=O)(=O)N2CCOCC2)c1	.	.	1.6	0.7	.	-3	.	.	-7
CCN1CCCC1CNC(=O)c1csc2c1CCCC2 (stereo unspecified)	12	-3	-0.2	-0.5	-5	-6	41	113	-3
CCc1noc(C)c1C(=O)OCC(=O)N1CCc2ccccc21	.	.	-0.8	-2.1	.	-2	.	.	-1
N#Cc1cccc(C(=O)OCC(=O)c2ccc3c(c2)NC(=O)CO3)c1	.	.	1.4	1.6	.	-3	.	.	-10
Cc1nnc(SCC(=O)Nc2ccc(F)cc2F)n(N)c1=O	8	-2	-0.5	-0.7	14	-1	9	108	-3
Cc1nn(Cc2ccc(Cl)cc2)c(C)c1NC(=O)Cn1nc([N+](=O)[O-])c(Cl)c1C	-4	-4	0.5	1.6	-4	6	-4	99	-4
CC(C)(C)c1ccc(S(=O)(=O)N2CCN(C3CCCC3)CC2)cc1	0	-1	1.9	0.7	2	-7	8	97	-9
CSCCC(NS(=O)(=O)c1ccc(C)cc1)C(=O)N1CCN(C(c2ccccc2)c2ccccc2)CC1 (stereo unspecified)	.	.	0.1	-1.4	.	-4	.	.	-12
Cc1nc2sc(C(c3cccs3)N3CCN(Cc4ccccc4)CC3)c(O)n2n1 (stereo unspecified)	9	6	1.7	1.3	-15	.	8	101	-5
O=S(=O)(c1ccccc1)c1nc(-c2cccs2)oc1NCCCn1ccnc1	-2	0	0.6	0.9	1	-2	6	97	-1
CSc1ccccc1C(=O)NCCOc1ccccc1C	-12	-9	-1.2	-3.0	11	-4	-5	68	-5
COc1ccc(NC(=S)N2CCC(NC(=O)c3ccc(OC)cc3)CC2)cc1	-4	4	2.7	-0.8	5	-7	10	101	-9
Cc1sc2ncnc(SCC(=O)N3CCCC(C(F)(F)F)C3)c2c1C (stereo unspecified)	4	2	0.7	-1.1	-12	-5	12	102	-5
Cc1ccc(-n2c(SCC(=O)N(C)C3CCS(=O)(=O)C3)nc3ccccc3c2=O)c(C)c1 (stereo unspecified)	.	.	0.0	0.5	.	-5	.	.	-2
COc1ccc(CCNC(=O)c2sc3nc4n(c(=O)c3c2C)CCC4)cc1	.	.	0.8	0.8	.	1	.	.	0
CCC(c1nnnn1Cc1ccc2c(c1)OCO2)N1CCN(CC)CC1 (stereo unspecified)	5	5	0.4	0.6	-3	0	8	122	1
CCOc1ccc(N2C(=O)CC(NCc3ccc(S(N)(=O)=O)cc3)C2=O)cc1 (stereo unspecified)	1	0	0.4	1.7	-10	-3	.	99	5
O=C(NCc1ccncc1)c1ccc(OCc2ccccc2)cc1	3	1	8.2	5.8	-1	-7	.	105	-10
O=C(Nc1ccccc1)/C(=C/c1cccnc1)NC(=O)c1ccccc1	0	-1	0.4	-0.2	8	2	21	94	-6
COc1cc(Cl)c(C)cc1NC(=O)COc1cc(C)nc(C(C)C)n1	-1	0	3.3	-0.1	-3	-3	-3	99	-7
O=C(NC(=S)NC1CCCC1)c1ccccc1	3	0	0.5	-0.6	-14	-3	16	104	-1
COc1ccccc1NC(=O)c1cc(-c2ccc(C)o2)nc2ccccc12	-3	-10	0.1	-1.5	-22	-9	0	98	-2
COc1ccc(/C(C)=N/NC(=O)CNC(=O)CCc2ccccc2)c(OC)c1	-22	-13	-0.7	-2.2	-7	-5	15	90	-3
CCN(CC)S(=O)(=O)c1ccc(NC(=O)c2cccs2)cc1	-6	-11	1.1	-0.3	4	-4	5	94	1
CC1CC(C)CN(S(=O)(=O)c2cc3c4c(c2)C(C)C(=O)N4CCC3)C1 (stereo unspecified)	2	-1	-0.4	-0.8	-3	-7	7	98	-5
COc1ccc([N+](=O)[O-])cc1CSc1nnc(NC(C)=O)s1	7	-7	0.0	0.3	-7	3	12	106	1
O=C(CN1C2=NCCN2c2ccccc21)C12CC3CC(CC(C3)C1)C2	5	-9	7.9	8.4	42*	-9	13	107	-8
CC1(C)CC(=O)C=C(NCCN2CCN(C(=S)Nc3ccc(F)cc3)CC2)C1	1	0	0.4	-0.5	-13	-3	15	102	4
CC(C)c1ccc(N(CC(=O)NN=C2CCN(C)CC2)S(=O)(=O)c2ccccc2)cc1	-4	7	-0.2	-1.2	2	1	8	98	-10
COc1ccc(OC)c(/C=C/C(=O)N(C)CC(=O)Nc2cc(C)ccc2C)c1	1	1	0.8	-1.2	0	-8	22	100	-4
COc1ccccc1NC(=O)Cn1c(=O)oc2cc(S(=O)(=O)N3CCCC3)ccc21	7	-6	0.7	0.2	-3	3	5	111	-2
Nc1cc(Cl)ccc1C(=O)OCC(=O)NC1CCS(=O)(=O)C1 (stereo unspecified)	9	-7	0.9	0.6	-7	-4	-3	109	-2
CC1(C)OC(c2ccccc2)=C/C(=C/C=C2C(=O)c3ccccc3C2=O)O1	-2	0	2.3	1.4	-15	-4	-5	89	-5
CCOc1ccc(NC(=O)c2ccc(S(=O)(=O)N(C)C)cc2)cc1	3	-1	1.6	1.0	-6	1	.	111	-5
COc1ccc(-c2cc(C)no2)cc1S(=O)(=O)N(C)Cc1ccco1	5	-5	-0.4	-0.9	-8	3	7	102	-10
COc1ccc(-c2n[nH]c(C)c2-c2cnn(-c3ccccc3)c2)c(O)c1	-2	4	0.9	0.2	-15	7	-73	98	-3

New compounds follow:
Structure	MEKK2 mut-MEK5	PfM18AAP inh	V1R ag counter	OXTR agonist	GPR7 antagonist	GalR3 antag	NALP1 inh	MEKK2 WT-MEK5	OXTR potentiate
O=C(CN(C(=O)c1ccc(Cl)cc1)N1C(=O)C2CCCCC2C1=O)c1ccc(Cl)cc1 (stereo unspecified)	1	-7	-0.5	-0.7	-3	-8	7	98	-5
O=c1oc2cc(S(=O)(=O)NCCCO)ccc2c2ccc(S(=O)(=O)NCCCO)cc12	-1	1	-0.5	0.7	-10	-8	5	94	-2
Cc1ccc2c(c1)CCCN2CC(=O)Nc1cccc(S(=O)(=O)N2CCCC2)c1	.	.	0.9	0.4	.	-3	.	.	-7
Cc1ccc(-c2cc(-c3ccc(F)cc3)nc(N)c2C#N)o1	7	2	0.0	-1.8	7	-4	3	107	-5
N#Cc1c(N)nc2c(c1-c1ccco1)CCCCC2	-14	2	-1.4	-1.0	-5	-8	.	83	2
Cc1ccc(SCC(=O)NN=C2CCN(C)CC2)cc1	-1	-1	2.0	-0.2	-6	-3	3	97	-2
O=C(CSC1=NCCS1)Nc1cccc2ccccc12	.	5	-0.3	0.2	1	-1	11	.	7
CCOc1c2ccc(C(=O)NC3CCCc4ccccc43)cc2nn1CC (stereo unspecified)	-3	3	-0.2	-1.2	-1	-5	31	96	-3
CCc1ccc(NC(=O)[C@H](C)NC(=O)C2CCN(C(=O)[C@@H](N)C(C)C)CC2)cc1	10	4	-0.6	-0.1	-13	-9	7	107	-16
CCOCCCNS(=O)(=O)c1ccc(NC(=O)c2ccc(OC)c([N+](=O)[O-])c2)cc1	3	11	0.9	-0.2	-13	-3	14	101	-8
CCOC(=O)N1CCN(C(=O)/C(=C\c2cccs2)NC(=O)c2cccs2)CC1	-18	0	0.9	-0.5	4	-1	8	73	7
CCOc1ccc(N(CC(=O)Nc2cccnc2)S(=O)(=O)c2ccc(C)cc2)cc1	.	.	-1.1	-1.8	.	0	.	.	-9
Cc1ccccc1OCC(=O)Nc1nnc(-c2ccncc2)s1	-1	2	0.9	0.1	-13	-4	18	98	-5
Cc1oc2ncnc(N)c2c1C	-3	-25	-0.2	1.0	-9	-3	-38	102	5
COc1ccccc1-n1c(SCC(=O)Nc2cccc(S(N)(=O)=O)c2)nc2ccccc2c1=O	-4	-4	1.6	-0.6	0	-4	-2	97	-3
CCOc1ccc(C(=O)C[n+]2cccc3cc(C)ccc32)cc1	0	-1	0.9	-0.3	2	-9	10	108	-8
COc1cccc(-n2nnnc2SCC(=O)NCCc2ccccc2)c1	6	-10	-1.5	-1.1	2	-1	15	106	-10
O=C1CCCC/C1=C/Nc1ccc(S(=O)(=O)Nc2ncccn2)cc1	6	6	0.8	0.5	0	-3	-18	110	-6
CNc1c([N+](=O)[O-])cnn1-c1ccc(Cl)cc1	-4	0	-0.3	-1.0	-3	0	-30	97	0
O=C(O)c1cccc(-c2ccc(/C=C3/SC(=Nc4ccccc4)N(Cc4cccnc4)C3=O)o2)c1	2	6	.	.	7	-8	14	102	.
COc1ccc(C(=O)C2CCCN(S(=O)(=O)N(C)C)C2)c(C)c1 (stereo unspecified)	6	1	2.6	-0.3	-10	-11	-9	104	4

Among those listed so far, 2 contain an NH in an aromatic ring.
Structure	MEKK2 mut-MEK5	PfM18AAP inh	V1R ag counter	OXTR agonist	GPR7 antagonist	GalR3 antag	NALP1 inh	MEKK2 WT-MEK5	OXTR potentiate
COc1ccccc1NC(=O)CSc1nnc(Cc2cc(=O)[nH]c(=O)[nH]2)n1-c1ccccc1	7	2	1.2	0.9	-13	6	.	100	1
COc1ccc(-c2n[nH]c(C)c2-c2cnn(-c3ccccc3)c2)c(O)c1	-2	4	0.9	0.2	-15	7	-73	98	-3
